Source: PubChem
Tau ThT inhib: blocks human tau fibril formation measured by thioflavin T | recombinant tau K18 P301L, heparin-induced fibrillization, ThT fluorescence | Potency, µM (titrated, usually from 57.4 µM), inactives show at the highest dose activity, negative = inhibition, usual class: inhibitors | 270,000 tested, 2.1% active | AID 1460; note: % is set by controls: 0 for no effect and ±100 for the full control effect; nearly all actives have a fitted effect of over 55% in size
Target sequence (P10636 561-689 P618L limits assumed): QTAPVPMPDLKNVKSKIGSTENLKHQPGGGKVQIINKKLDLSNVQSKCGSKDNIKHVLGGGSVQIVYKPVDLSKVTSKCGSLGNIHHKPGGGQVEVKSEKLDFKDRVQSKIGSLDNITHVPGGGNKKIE
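Fibril formation assay: tau K18 P301L at 15 uM with trace Alexa 594 label, heparin inducer 20 uM, pH 7 sodium acetate buffer, 37 C for 6 hr; endpoint ThT signal.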
ALDH1A1 block: ALDH1A1 (human) enzyme inhibition; P00352; Purified ALDH1A1, NADH fluorescence, propionaldehyde substrate; Potency, µM (series often up to 75.3 µM), without a hit: at the highest dose activity, negative = inhibition, actives largely listed as inhibitors; 220,000 tested, 7.3% active; AID 1030; active = well fitted inhibition curve with a large enough effect, not every such curve was filed as active; inconclusive = small, poorly fitted or top-dose-only effect, or another doubt; inactive = no such curve, though single readings can be large or run the other way;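 note: plate controls were no enzyme wells and a reference inhibitor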
Target sequence (P00352 whole entry, looked up): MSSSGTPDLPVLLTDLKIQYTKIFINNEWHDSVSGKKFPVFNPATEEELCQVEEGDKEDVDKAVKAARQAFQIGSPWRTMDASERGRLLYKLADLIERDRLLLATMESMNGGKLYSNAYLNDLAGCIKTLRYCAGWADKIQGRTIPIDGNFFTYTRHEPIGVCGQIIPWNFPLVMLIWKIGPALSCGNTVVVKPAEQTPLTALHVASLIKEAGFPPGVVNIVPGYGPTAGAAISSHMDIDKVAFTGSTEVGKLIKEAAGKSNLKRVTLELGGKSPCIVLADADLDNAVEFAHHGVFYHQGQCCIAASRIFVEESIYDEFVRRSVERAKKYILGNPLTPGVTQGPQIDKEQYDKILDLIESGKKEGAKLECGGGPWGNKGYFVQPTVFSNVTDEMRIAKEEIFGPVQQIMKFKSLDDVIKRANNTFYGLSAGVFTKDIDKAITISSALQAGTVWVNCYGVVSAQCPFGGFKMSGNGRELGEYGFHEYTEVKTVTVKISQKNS
RECQ1 helicase: RECQ1 (human) helicase inhibition; Potency, µM (highest dose often 57.3 µM), without a hit: at the highest dose activity, negative = inhibition, most hits filed as inhibitors; P46063; RECQ1 DNA unwinding, red fluorescence kinetic read; 240,000 tested, 0.54% active;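 note: plate controls were vehicle for no effect and no enzyme for full effect; nearly all actives have a fitted effect of over 30% in size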
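RECQ1T1 50 nM; forked duplex (20 bp + 30-nt ss tails) 200 nM, ATP 2 mM final; pH 8.0, 2 mM MgCl2, 2.5 ug/ml poly(dI-dC); 15 min compound preincubation; discontinuous kinetic read over 2 h at RT.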
KDM4E inh: blocks human JMJD2E demethylase activity; JMJD2E catalytic domain, FDH-coupled NADH fluorescence (FDH is formaldehyde dehydrogenase); Potency, µM (titrated, usually from 57.1 µM), without a hit: top-dose activity change, negative = inhibition, hits mostly inhibitors; 230,000 tested, 1.6% active; active = well fitted inhibition curve with a large enough effect, not every such curve was filed as active; inconclusive = small, poorly fitted or top-dose-only effect, or another doubt; inactive = no such curve, though single readings can be large or run the other way;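 note: 0% = wells with enzyme and -100% = buffer wells without enzyme; nearly all actives have a fitted effect of over 50% in size; many of its hits are not listed in these tables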
Target sequence (B2RXH2 1-337 limits assumed): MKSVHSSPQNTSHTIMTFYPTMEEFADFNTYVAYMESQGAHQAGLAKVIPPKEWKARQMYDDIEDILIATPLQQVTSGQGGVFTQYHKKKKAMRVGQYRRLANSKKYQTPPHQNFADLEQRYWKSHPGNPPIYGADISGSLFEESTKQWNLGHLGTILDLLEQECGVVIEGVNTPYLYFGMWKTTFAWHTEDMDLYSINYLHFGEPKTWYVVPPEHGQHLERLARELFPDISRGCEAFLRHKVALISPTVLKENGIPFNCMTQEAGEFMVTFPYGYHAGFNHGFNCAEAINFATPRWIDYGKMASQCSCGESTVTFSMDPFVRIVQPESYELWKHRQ
L3MBTL1 inh: inhibitors of human L3MBTL1; Q9Y468; AlphaScreen L3MBTL1–H3K9me1 peptide binding; Potency, µM (titrated, usually from 57.1 µM), for the others: at the top dose activity, negative = inhibition, actives largely listed as inhibitors; 230,000 tested, 0.66% active; AID 485360; note: % is set by controls: 0 for no effect and ±100 for the full control effect; nearly all actives have a fitted effect of over 60% in size
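Displacement of a biotinylated histone H3(1-15) peptide monomethylated at Lys9 (75 nM) from L3MBTL1 (50 nM) was measured by AlphaScreen after a 30 min room-temperature compound incubation; cefsulodin titration served as intraplate control.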
LMNA splice mod: changes lamin A minigene splicing in HeLa cells; HeLa LMNA splicing GFP/RFP minigene ratio, 48 h; Potency, µM (series often up to 46.1 µM), inactives show top-dose ratio change, negative = inhibition, most hits filed as inhibitors; 200,000 tested, 0.01% active; AID 1487; active = well fitted inhibition curve with a large enough effect in the signal ratio, with a control signal flat, not every such curve was filed as active; inconclusive = small, poorly fitted or top-dose-only effect, or effect the other way, or a change in a side signal; the % refers to the signal ratio; note: % is set by controls: 0 for no effect and ±100 for the full control effect
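S3 HeLa cells stably expressing lamin A-EGFP splicing minigene plus DsRed2, 600 cells/well, 48 h compound exposure at 37C. Laser-scanning cytometry; analysed as GFP (500-530 nm)/RFP (575-640 nm) total intensity ratio; 0.5% DMSO vehicle.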
Luc counter: blocks Kinase-Glo luciferase, a counter-screen artifact; Q27757; Kinase-Glo luciferase, ATP luminescence, 8 min; Potency, µM (series often up to 38.3 µM), inactives show at the top dose activity change, negative = inhibition, hits mostly inhibitors; 200,000 tested, 0.28% active; note: % is set by controls: 0 for no effect and ±100 for the full control effect; nearly all actives have a fitted effect of over 60% in size
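Recombinant Kinase-Glo luciferase, 10 uM ATP (linear range), luciferin; imidazole pH 7.2 / KCl / MgCl2 / Tween / BSA buffer; 8 min RT; luminescence.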
SMN2 splice enh: increases expression of the SMN2 splice variant; 210,000 tested, 2.8% active; AID 1458; Potency, µM (titrated, usually from 46.1 µM), for the others: at the highest dose activity change, positive = activation, hits mostly activators; HEK293 SMN2-luciferase splicing reporter, luminescence, 30-36 h; note: % of control where 0% means no effect; nearly all actives have a fitted effect of over 55% in size
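HEK293 cells carry an SMN2 […]–luciferase reporter in which exon 7 inclusion puts luciferase in frame. Cells were plated 10-12 h before compound addition, then incubated 30-36 h at 37C. ONE-Glo luminescence was read; sodium butyrate at 4.5 mM final served as control.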
The depositor's hits bear a star; i = inactive; ? = inconclusive; / = no result given; & = joins results of further samples; [ ] = remark or other dose. Unless noted, calls come from the whole dose curve; as a rule, active = well fitted curve in the direction sought with a large enough effect; inconclusive = small, poorly fitted or top-dose-only effect, or another doubt; inactive = no such curve, though single readings can be large; an effect the other way counts as inactive or inconclusive. Potency is the fitted concentration of half-maximal effect.

Value order – Tau ThT inhib	ALDH1A1 block	RECQ1 helicase	KDM4E inh	L3MBTL1 inh	LMNA splice mod	Luc counter	SMN2 splice enh
CCC(C)n1c(SCC(=O)Nc2cc(C(C)(C)C)nn2-c2ccccc2)nc2ccccc2c1=O (stereo unspecified)
    ?	0%	-11%	-6%	-8%	?	0%	-25%
CC(=O)NC1(c2ccc(F)cc2)CCN(C(=O)Nc2ccc(F)cc2F)CC1
    -11%	7%	-14%	6%	1%	4%	0%	-9%
CC1CCN(S(=O)(=O)c2ccc(C(=O)NNC(=O)C3CC3)cc2)CC1
    -2%	2%	i	-7%	11%	/	3%	/
Cc1cc(C)cc(NC(=O)C2CCN(c3cnccn3)CC2)c1
    0%	1%	-3%	?	/	21%[46 µM]	-1%	-14%
CC1CC(C)CN(CCCNC(=O)Cn2ncn3cccc3c2=O)C1 (stereo unspecified)
    -5%	-11%	i	0%	/	?	-2%	/
CCn1c(=O)c([N+](=O)[O-])c(NCCc2ccc(OC)c(OC)c2)c2ccccc21
    10%	14µM*	5%	6%	-2%	?	2%	-95%[inhibitor]
CCNC(=S)NNC(=O)c1cc(C)nc2ccccc12
    -4%	12%	-8%	-2%	1%	3%	5%	16%
CC(=O)N(C)c1ccc(NC(=O)c2ccccc2C(=O)O)cc1
    -11%	?	-1%	-23%	-6%	3%	4%	-40%
CC1CC(C)CN(c2ncc3c(n2)CC(c2ccc(Cl)cc2)CC3=O)C1 (stereo unspecified)
    -7%	9%	1%	4%	-3%	-1%	-1%	-26%
Cc1cc(C(F)(F)F)nc(SCCN2CCOCC2)c1C#N
    -10%	22µM*	-9%	-2%	8%	?	-2%	/
CCCNCCC(c1ccco1)c1ccccc1OC (stereo unspecified)
    2%	-4%	-19%	5%	-9%	3%[0.0737 µM]	-1%	0%
Cc1cccc(OCCSc2ncnc3nc[nH]c23)c1
    -13%	5%	2%	14%	5%	4%	-5%	-18%
COC(=O)C1=C(N)Oc2cc(C)[nH]c(=O)c2C1c1ccccc1OC (stereo unspecified)
    -8%	/	-5%	8%	-1%	/	/	/
CC(C)CNC(=O)c1ccccc1NC(=O)CCSc1ccccc1
    -10%	?	-5%	?	0%	-8%	3%	-6%
COc1ccc(-c2ncn(CCC#N)c2[N+](=O)[O-])cc1
    -7%	-2%	-11%	7%	4%	?	5%	0%
CC(C)c1cc(O)c(-c2ccccc2)c(=O)n1-c1ccc(Cl)cc1
    -7%	/	-5%	?	0%	/	/	/
CCn1nc(C)cc1C(=O)n1nc(C)c(Sc2ncccn2)c1C
    -9%	13%	-6%	7%	12%	/	/	/
O=C(N/N=C/c1ccc(F)c(F)c1)c1cc2c(s1)-c1ccccc1CC2
    -24%	?	4%	?	1%	1%	5%	11%
Cc1cc(N)n(-c2ccc([N+](=O)[O-])cc2)n1
    -4%	6%	i	8%	2%	-19%[46 µM]	2%	1%
COc1ccc(-c2nnc(SC(C(=O)c3c[nH]c4ccccc34)c3ccccc3)n2N)cc1OC (stereo unspecified)
    13%	?	-16%	3%	-13%	?	-2%	47%
Cc1ccc(NC2=C(C(=O)c3ccccc3)N(C)S(=O)(=O)c3ccccc32)cc1
    ?	39%[activator]	?	5%	-24%	2%[0.0737 µM]	-1%	-32%[inhibitor]
COc1ccc(/C(N)=N/OC(=O)c2cc(-c3ccccc3)nc3ccccc23)cc1
    -14%	2%	i	-1%	-1%	1%	-10%	-16%
O=C(CSc1nnc(COc2ccccc2)n1Cc1ccco1)NCc1ccco1
    ?	?	-22%	-4%	?	1%	0%	-17%
Cc1ccc(OCC(=O)Nc2ccc(S(=O)(=O)N3CCCCC3)cc2)c([N+](=O)[O-])n1
    -2%	-9%	i	4%	7%	-1%[46 µM]	-2%	-13%
c1cncc(-c2nnc(-c3ccco3)o2)c1
    -9%	?	0%	?	8%	-11%	-1%	22%
COc1ccc(/C=N/NC(=O)c2ccc(N(C)S(=O)(=O)c3ccccc3)cc2)cc1OC
    0%	?	-6%	-4%	-10%	-7%	3%	23%
Clc1cccc(Cl)c1NC1=NCCN1
    -2%&0%&0%&-6%&0%	-8%	-6%	7%	/	?	-3%	2%
CCOC(=O)c1cccc(NC(=O)Cn2cnc3c2c(=O)n(C)c(=O)n3C)c1
    -2%	2%	0%	-5%	6%	-1%	-3%	-24%
c1ccc(-n2cc(CN3CCC(N4CCOCC4)CC3)c(-c3ccc4c(c3)OCO4)n2)cc1
    1%	?	-1%	?	0%	/	-14%	/
Cc1ccc(C(=O)Nc2nnc(-c3ccc(C(C)(C)C)cc3)s2)cc1
    -15%	?	-3%	4%	-7%	8%	-2%	12%
COc1ccc(Cl)cc1C(=O)NC(C)C
    5%	6%	3%	-1%	5%	2%[46 µM]	1%	9%
CCOC(=O)N1CCN(c2c(Nc3cc(C)[nH]n3)c(=O)c2=O)CC1
    -7%	-4%	-9%	2%	/	2%	-1%	3%
Cc1ccc(-c2cc(-c3ccccc3)[nH]c(=S)c2C#N)cc1
    ?	?	-1%	12%	-8%	-4%	3%	-19%
O=C(O)c1ccc(N=NN2CCCCC2)cc1
    0%	16%	33%[activator]	-8%	-21%	/	-13%	26%
S=c1[nH]nc(-c2cccc(Cl)c2)n1Cc1ccccc1
    1%	?	-19%	7%	0%	-2%	-3%	9%
Cc1ccc(/C=N/n2c(COc3ccccc3)n[nH]c2=S)o1
    13%	11%	20%	-10%	?	/	-5%	-8%
CC(C)CC(NS(=O)(=O)c1ccc2c(c1)oc(=O)n2C)C(=O)NCc1cccnc1 (stereo unspecified)
    -8%	4%	i	-7%	/	-1%	1%	-2%
CCOC(=O)CSc1nnc(-c2cccnc2)n1C
    0%	4%	9%	10%	14%	?	1%	/
COc1cc(C=O)cc(OC)c1OS(=O)(=O)c1ccc(NC(C)=O)cc1
    -11%	21%	-3%	5%	-3%	15%	-4%	-21%
COc1ccc(CC(=O)OCC(=O)NCc2ccccc2Cl)cc1
    -15%	3%	i	4%	/	17%[46 µM]	3%	17%
CCCOc1ccc(S(=O)(=O)N2CCOCC2)cc1[N+](=O)[O-]
    0%	4%	-6%	-5%	/	/	0%	-22%
Clc1cccc(OCc2nc(-c3ccncc3)n[nH]2)c1
    -9%	-1%	i	1%	14%	/	-1%	-8%
CSc1nnc(-c2cc3c(-c4ccccc4)nn(C)c3s2)n1C
    ?	?	3%	?	-15%	-10%	-3%	-27%
COc1ccc(-n2c(-c3ccco3)nc3c(cnn3-c3ccccc3C)c2=O)cc1
    -13%&-10%	/	-1%	-2%	-7%	/	/	6%
Nc1ccc(C(=O)OCC(=O)c2cccc([N+](=O)[O-])c2)cc1
    4%	-2%	9%	-4%	-29%	/	-8%	-4%
COc1ccccc1C(=O)NC(CCSC)C(=O)OCC(=O)c1ccc[nH]1 (stereo unspecified)
    -13%	0%	-1%	-10%	-3%	1%	-7%	-9%[1.84 µM]
Cn1c(=O)n(CCOc2ccc([N+](=O)[O-])cc2)c2ccccc21
    -13%	/	16%	7%	3%	/	/	/
Cc1ccc(Nc2nc(CSc3nnc(-c4ccccc4)n3C)cs2)cc1
    ?	-23%	-1%	9%	-10%	?	-1%	?
COC(=O)c1ccc(N=Nc2ccccc2)cc1
    14µM*	6%	i	12%	?	5%[46 µM]	-5%	20%
Cc1sc2ncnc(N[C@@H](Cc3c[nH]c4ccccc34)C(=O)O)c2c1C
    -6%	-6%	0%	2%	7%	?	3%	/

Next results follow:
Value order – Tau ThT inhib	ALDH1A1 block	RECQ1 helicase	KDM4E inh	L3MBTL1 inh	LMNA splice mod	Luc counter	SMN2 splice enh
CC(=O)N1CCN(c2nc(-c3ccco3)c3c(c2C#N)CC(C)(C)SC3)CC1
    ?	?	-4%	?	-2%	6%	-2%	-9%
CC(O)C(=O)N/N=C/c1cccc2ccccc12 (stereo unspecified)
    -4%	?	0%	7%	-13%	?	0%	43%
COc1ccccc1-c1nc(=S)c(C(C)=O)c(C)[nH]1
    -7%	/	-1%	1%	?	/	/	/
COc1cccc(C2C(C(=O)c3cc4ccccc4o3)=C(O)C(=O)N2c2cc(C)on2)c1OC (stereo unspecified)
    ?	?	-7%	?	-4%	-6%	1%	-6%
COc1cc2cc(C)nc(Cc3cccc4ccccc34)c2cc1OC
    -15%	?	19%	?	/	?	0%	6%
CC(=O)Nc1ccc(S(=O)(=O)NCCNc2ccccc2[N+](=O)[O-])cc1
    ?	4.5µM*	-10%	-8%	/	/	4%	-14%
O=S(=O)(Nc1ccc(F)cc1)N1CCCCCC1
    -2%	-3%	-14%	-10%	/	-3%	2%	1%
COc1ccccc1NC(=O)CCN1C(=O)C2CC=C(Cl)CC2C1=O (stereo unspecified)
    -19%	-5%	7%	1%	-3%	3%	0%	-15%
NS(=O)(=O)c1ccc(N/N=C/c2cn(-c3ccccc3)nc2-c2cccs2)cc1
    16µM*	?	-15%	?	-6%	-4%	/	/
CCOc1ccc2c(=O)c(Oc3ccccc3OCC)coc2c1
    ?	4%	i	4%	/	-13%	-5%	13%
Cc1ccc(NC(=S)NCCN(C2CCCCC2)C2CCCC2)cc1C
    -3%	?	-1%	3%	/	?	-2%	-33%[inhibitor]
O=C(O)c1ccc(N=C2SCC(=O)N2Cc2ccccc2)cc1
    -10%	13µM*	-6%	15%	0%	?	-5%	/
CCOc1ccc(OCC)c(NC(=O)CN(C)S(=O)(=O)c2cccc3nsnc23)c1
    -18%	?	-10%	-1%	-6%	?	-3%	-26%
COC(=O)CC1=C(C)C(=O)CC2C(C)(C)CCCC12C (stereo unspecified)
    -6%	-12%	-8%	4%	4%	17%	3%	0%

As entered above.
O=C(O)c1ccc(N=C2SCC(=O)N2Cc2ccccc2)cc1 @ L3MBTL1 inh = 0%
COC(=O)CC1=C(C)C(=O)CC2C(C)(C)CCCC12C (stereo unspecified) @ RECQ1 helicase = -8%

Only part of the results is shown; rates above refer to the full screens.
